Screens (PubChem BioAssay)
NCI-60 one-dose screen, 48 h, at 10 µM unless noted. Numbers give growth in % (100 = growth as untreated, 0 = no growth, -100 = all killed).
SF-268: SF-268 CNS cancer cells; hit rate 3.1% among 82,000
OVCAR-3: OVCAR-3 ovarian cancer | hit rate 7% among 79,000
SK-OV-3: SK-OV-3 ovarian cancer cells. hit rate 3.2% among 80,000. AID 1794785
U251: U251 CNS tumor cells; hit rate 5.4% among 80,000
PC-3: PC-3 prostate cancer cells. AID 1794754. hit rate 3.9% among 80,000
DU-145: DU-145 prostate cancer; hit rate 4.2% among 81,000; AID 1794760
OVCAR-8: OVCAR-8 ovarian cancer. hit rate 4.4% among 81,000
OVCAR-4: OVCAR-4 ovarian cancer cells; AID 1794784; hit rate 3.7% among 80,000
OVCAR-5: OVCAR-5 ovarian cancer; hit rate 2.9% among 82,000; AID 1794783
The depositor's hits bear a star; x = no result given; & = joins results of further samples. Rule for the calls: active = growth percent below 10; inactive = the rest.

Value order – SF-268	OVCAR-3	SK-OV-3	U251	PC-3	DU-145	OVCAR-8	OVCAR-4	OVCAR-5
[1] O=[N+]([O-])c1ccc(-c2nnc(Cn3c(COc4cccc5ccccc45)nc4ccccc43)o2)cc1
  96	94	103	99	84	111	99	109	97
[2] Cc1ccc(-c2nn(CC(=O)N3CCOCC3)c(N)c2C#N)cc1
  99	113	109	99	100	111	100	92	105
[3] CCC1(C(OC)OC)NC(=O)NC1=O (stereo not given)
  97	112	84	77	97	107	97	110	104
[4] COc1ccc2oc(=O)cc(C3c4[nH]c5ccccc5c4CCN3S(=O)(=O)c3ccc(C)cc3)c2c1 (stereo not given)
  101	101	80	90	62	100	82	81	89
[5] COc1cc(-c2cc(-c3c[nH]c4ccccc34)nc(-c3c[nH]c4ccccc34)c2C#N)cc(OC)c1OC
  97	x	97	100	91	106	98	104	104
[6] Cn1c(=O)[nH]c2nc(SCC(=O)c3ccccc3)[nH]c2c1=O
  102	110	97	100	100	103	106	110	100
[7] O=C1[C@@H]2Cc3c([nH]c4ccccc34)[C@H](c3ccc(Cl)cc3)N2C(=O)CN1C1CCN(Cc2ccccc2)CC1
  51	x	90	56	39	56	64	54	86
[8] CCOC(=O)[C@@H]1[C@H](c2ccccc2)[C@H]([N+](=O)[O-])[C@H](c2cn(-c3ccccc3)nc2C)N1Cc1ccccc1
  68	83	84	51	46	94	71	77	106
[9] ClC(Cl)(Cl)C(=NNc1ccccc1)C(Cl)(Cl)Cl
  101	103	86	98	92	106	99	110	x
[10] Clc1ccc(OCc2nnc(-c3ccc(Oc4ccccc4)cc3)o2)c(Cl)c1
  89	104	103	94	92	99	98	101	102
[11] O=C(COc1ccc(-c2cc3ccccc3[nH]2)cc1)N1CCCC1
  103	110	121	106	94	105	99	x	105
[12] O=C(Cl)c1ccccc1C(=O)Cl
  105	103	107	100	102	113	114	109	102
[13] O=C(CSc1nnc(-c2cccnc2SCc2ccccc2)o1)Nc1nc(Cl)cc(Cl)n1
  100	106	110	106	95	107	102	106	106
[14] CS(=O)(=O)c1nccc(-c2c(-c3cccc(OCCN4CCOCC4)c3)nc3sccn23)n1
  107	95	85	87	78	92	92	77	97
[15] COc1ccc(-c2csc(NC(=O)COCc3c(-c4ccccc4)no[n+]3[O-])n2)cc1
  103	110	98	99	92	112	103	112	102
[16] CC(C)=C[C@@H]1C[C@H](O)Cc2c(C)cc(C)cc2N1
  101	111	97	105	x	110	106	96	87
[17] COc1ccc(C2=NOC3C4COC(O4)C(=O)C23)cc1 (stereo not given)
  96	103	113	104	101	105	104	99	93
[18] N#Cc1c(Oc2ccc(Cl)cc2)nc2sc3cc(Cl)ccc3n2c1=N
  97	104	93	95	97	114	98	94	106
[19] CC(=O)OC1CC2CCC1(C)C2(C)C (stereo not given)
  104	103	111	103	93	110	99	113	95
[20] O=C(Nc1ccc(NS(=O)(=O)c2ccccc2)c(Cl)c1)c1ccccc1
  104	100	106	99	88	110	110	111	103
[21] O=C(CCN1C(=O)NC2NC(=O)NC21)NCCc1ccccc1 (stereo not given)
  96	106	113	101	95	105	100	102	111
[22] CC(=O)c1ccccc1[N+](=O)[O-]
  107	106	102	99	96	116	100	101	92
[23] Clc1nn2c(Cn3cnc4c(N5CCOCC5)ncnc43)nnc2c2ccccc12
  83	96	130	103	92	88	95	87	111
[24] NC(=O)c1cc2ccccc2cc1O
  103	108	94	102	94	112	104	110	105
[25] COC(=O)/C=C/c1cc(O)c2oc(-c3ccc(O)c(O)c3)c(C(=O)OC)c2c1
  25	12	x	18	11	17	18	43	44
[26] CCCc1cc(=O)n2c(C(=O)Nc3c(F)cccc3F)c(C(=O)Nc3ccc(C(=O)OC)cc3)sc2n1
  116	110	127	105	74	121	87	119	90
[27] COc1ccc(-c2nn(-c3ccccc3)cc2/C=C2\SC(=S)N(CCc3ccccc3)C2=O)cc1
  93	124	96	103	90	104	99	92	97
[28] CC(=O)O[C@H]1C[C@@]2(C)[C@@H]3CCC(C(C)C)=CC3=CC[C@@H]2C(C)(C)C1=O
  98	104	102	99	91	104	95	103	104
[29] O=C1C=CC(=Nc2ccccc2)O1
  117	112	114	100	86	114	107	106	100
[30] Cc1ccc(C2=NNC(c3cn(-c4ccccc4)nc3-c3cccc(Nc4ccnc5cc(Cl)ccc45)c3)C2)cc1 (stereo not given)
  65	84	90	46	53	85	52	107	86

Brought forward from above: 7 compounds, then new ones.
Value order – SF-268	OVCAR-3	SK-OV-3	U251	PC-3	DU-145	OVCAR-8	OVCAR-4	OVCAR-5
[24] NC(=O)c1cc2ccccc2cc1O
  103	108	94	102	94	112	104	110	105
[25] COC(=O)/C=C/c1cc(O)c2oc(-c3ccc(O)c(O)c3)c(C(=O)OC)c2c1
  25	12	x	18	11	17	18	43	44
[26] CCCc1cc(=O)n2c(C(=O)Nc3c(F)cccc3F)c(C(=O)Nc3ccc(C(=O)OC)cc3)sc2n1
  116	110	127	105	74	121	87	119	90
[27] COc1ccc(-c2nn(-c3ccccc3)cc2/C=C2\SC(=S)N(CCc3ccccc3)C2=O)cc1
  93	124	96	103	90	104	99	92	97
[28] CC(=O)O[C@H]1C[C@@]2(C)[C@@H]3CCC(C(C)C)=CC3=CC[C@@H]2C(C)(C)C1=O
  98	104	102	99	91	104	95	103	104
[29] O=C1C=CC(=Nc2ccccc2)O1
  117	112	114	100	86	114	107	106	100
[30] Cc1ccc(C2=NNC(c3cn(-c4ccccc4)nc3-c3cccc(Nc4ccnc5cc(Cl)ccc45)c3)C2)cc1 (stereo not given)
  65	84	90	46	53	85	52	107	86
[31] O=C(CCCCCCN1CC(=O)N2[C@@H](c3ccoc3)c3[nH]c4ccccc4c3C[C@H]2C1=O)NO
  93	x	101	57	66	68	39	87	65
[32] C=CCn1c(O)c(N=Nc2nc(-c3cc4ccccc4oc3=O)cs2)c2cc(Br)ccc21
  87	108	107	84	114	108	96	106	99
[33] CCOC(=O)C(/C=N\C(=S)Nc1ccc(OCC)cc1)=C(/O)c1ccccc1
  96	101	110	97	94	x	97	98	114
[34] O=S(=O)(NCCCNc1nccc(-c2c(-c3cccc(F)c3)nc3sccn23)n1)c1ccc(O)cc1
  63	80	86	73	75	77	66	82	113
[35] Cc1ccc(C2=Nn3c(NN)nnc3SC2)cc1
  97	117	99	98	101	109	96	108	108
[36] COc1ccc(-c2cc(-c3nnc(SC/C(=N\O)c4ccccc4)n3-c3ccccc3)c3cc(OC)ccc3n2)cc1
  97	102	123	100	78	100	100	103	111
[37] OCCN(CCO)Cc1cc(Br)ccc1O
  97	108	111	108	106	110	115	96	108
[38] Oc1cccc2cnccc12
  95	94	96	103	79	107	96	101	102
[39] NCCC(=O)NO
  93	97	106	101	98	105	101	107	105
[40] N#Cc1c(N)nnn1Cc1cc(=O)oc2c1ccc1ccccc12
  98	103	86	97	93	105	97	108	108
[41] CCN1C(=O)N(CC)C2SC(N/N=C/c3ccccc3F)=NC21 (stereo not given)
  45	x	30	16	30	17	3.9*	68	48
[42] CNC(=O)C(C)C1C(=O)/C(=C(O)/C=C\C(C)=C\C(C)C2OC3(C)OC(C=CC34CO4)C2C)C(=O)N1C1CCC(O)C(C)O1 (stereo not given)
  98&111	101&113	101&106	98&72	100&97	107&93	105	117&104	105&91
[43] CCOC(=O)C(=Cc1ccco1)C(=O)OCC
  109	114	112	102	111	120	99	107	95
[44] Cc1cc(Br)c(C)cc1Br
  100	103	93	99	96	102	101	103	103
[45] Nc1cccc2cc(O)ccc12
  103	103	94	95	81	107	117	103	115
[46] C=C(C)CCCC(C)CC#N (stereo not given)
  95	100	103	x	96	105	106	105	103
[47] Cc1ccc(Cl)cc1NC(=O)c1cc2ccccc2cc1O
  9.6*	-26*	x	2.9*	-13*	7.8*	7.8*	3.7*	-5.9*
[48] CC1=NN(c2nc(-c3ccco3)c(C#N)c(=O)n2C)C(=O)C1N=Nc1c(C)n(C)n(-c2ccccc2)c1=O (stereo not given)
  112	104	108	105	120	104	108	98	128
[49] O=C1c2ccccc2C(=O)N1c1nc(-c2ccccc2)cs1
  91	98	91	98	85	105	98	98	100
[50] O=[N+]([O-])c1ccc(Sc2cccc[n+]2[O-])c2nonc12
  59	-8.2*	108	2.2*	42	50	82	41	120
[51] CC1(C)CC[C@]2(CO)CC[C@]3(C)C(=CC[C@@H]4[C@@]5(C)C/C(=C/c6cccnc6)[C@H](O)C(C)(C)[C@@H]5CC[C@]43C)[C@@H]2C1
  103	88	97	82	45	88	100	77	99
[52] Cc1nn(-c2ccccc2)c2c1C1C(=C(c3ccc(Cl)cc3)N2)C(=O)Nc2ccccc21 (stereo not given)
  73	57	82	50	40	84	51	67	58
[53] COc1ccc(/C=N\NC(=O)c2cnn(CC(O)c3ccccc3)c2N)cc1OC (stereo not given)
  96	x	90	94	89	98	98	96	101
[54] CCCCC[n+]1ccc(SCC(=O)N(C)c2cccc(Br)c2)c2ccccc21
  110	110	105	99	106	104	108	100	112
[55] Cc1cccc(Cl)c1NC(=O)Nc1nnc2c3c4c(sc3ncn12)CCCC4
  97	103	93	92	85	107	x	97	98
[56] O=[N+]([O-])c1ccc(NCC(Br)CBr)c([N+](=O)[O-])c1 (stereo not given)
  98	101	109	79	81	102	83	79	93
[57] COc1ccc(-c2nc3sc(C4CC4)nn3c2/C=C2/C(=O)Nc3cc(Cl)ccc32)cc1
  80	103	96	92	78	70	69	19	97
[58] COc1ccc(-c2nnc(SCC(=O)Nc3ccc(/C(C)=N\O)cc3)n2-c2ccccc2)cc1OC
  31	82	4.7*	34	110	88	43	103	97
[59] Cc1nccnc1Sc1ccccc1
  101	114	101	102	x	115	109	98	106
[60] Cc1cc2nc(CS)[nH]c2cc1C
  103	83	87	85	87	94	96	85	97

Next section.
Value order – SF-268	OVCAR-3	SK-OV-3	U251	PC-3	DU-145	OVCAR-8	OVCAR-4	OVCAR-5
[61] Cc1nn(-c2ccc(S(N)(=O)=O)cc2)c(C)c1N=Nc1ccc2oc(=O)ccc2c1
  92	x	98	76	78	92	81	79	85
[62] CN(C)C(=O)c1cccc([N+](=O)[O-])c1
  114	120	115	95	114	111	92	107	94
[63] O=C1N=c2cc3c(cc2=C/C1=C/c1sc(=S)n(CCc2ccc(O)cc2)c1O)OCCO3
  92	76	105	18	41	81	29	81	64
[64] C#CCNC(C)=O
  105	111	93	103	108	99	110	83	107
[65] Cc1ccc(C(=O)Nc2ccc(-n3ccnc3)c(C(F)(F)F)c2)cc1C#Cc1cnc2cccnn12
  45	45	48	34	-16*	41	19	14	40
[66] COCCCn1cnn2c(=O)c3ccccc3nc2c1=O
  100&100	113&105	111&123	111&104	100&99	108&100	110&102	107&110	124&105
[67] CONC1=Nc2cc(NC(N)=NCc3ccccc3)c(N(C)C3CCCCC3)cc2OC1
  68	77	84	53	51	73	84	74	66
[68] COc1cc(/C=C/c2c(C(C)=O)c(C)nc3ccccc23)cc(OC)c1OC
  49	15	37	39	32	42	53	53	61
[69] Cn1c(=O)c2c(nc3n2CCCN3c2ccc(F)cc2)n(C)c1=O
  104	108	89	101	107	107	111	102	103
[70] COC(OC)c1ccccc1
  104	106	99	99	93	110	99	110	107
[71] O=C1/C(=C/c2ccc(Cl)cc2)N=C2Sc3cc(Cl)ccc3C(=O)N12
  103	116	111	x	95	106	101	101	97
[72] CCN(CC)CCCC(Nc1c2ccc(Cl)cc2nc2ccc(OC)cc12)c1ccncc1 (stereo not given)
  78	96	98	79	67	71	58	68	97
[73] Clc1ccc(-c2nn(-c3ccccc3)c3nccc(-c4ccccc4)c23)cc1
  100	112	112	101	95	99	101	104	99
